# STK33 inh – inhibitors of human STK33 kinase | inhibition, % at 10 µM | 320,000 compounds, 0.073% hits | purified STK33, MBP phosphorylation, ADP-Glo luminescence | Q9BYT3 | AID 2661;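 active means inhibition at or above 25%, using the most active replicate where run in duplicate; inactive means inhibition below 25%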
# Target sequence (Q9BYT3 whole entry, looked up): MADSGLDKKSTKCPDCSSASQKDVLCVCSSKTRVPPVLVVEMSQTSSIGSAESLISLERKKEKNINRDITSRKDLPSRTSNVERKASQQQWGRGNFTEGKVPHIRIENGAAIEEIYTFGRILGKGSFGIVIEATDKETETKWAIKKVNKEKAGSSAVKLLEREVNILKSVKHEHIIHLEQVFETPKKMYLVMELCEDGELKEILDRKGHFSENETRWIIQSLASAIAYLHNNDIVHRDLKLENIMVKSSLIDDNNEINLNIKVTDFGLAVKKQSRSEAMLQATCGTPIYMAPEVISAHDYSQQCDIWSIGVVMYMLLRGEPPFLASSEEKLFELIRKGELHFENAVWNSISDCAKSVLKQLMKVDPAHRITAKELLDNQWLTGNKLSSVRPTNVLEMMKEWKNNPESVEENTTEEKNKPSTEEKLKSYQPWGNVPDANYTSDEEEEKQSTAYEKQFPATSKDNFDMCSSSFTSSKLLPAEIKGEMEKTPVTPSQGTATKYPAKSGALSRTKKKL
# OX1R antag-1 – blocks the human orexin 1 receptor. OX1R-expressing cells, FRET antagonist read-out. inhibition, % at 6.6 µM. 330,000 compounds, 1.8% hits. AID 485270; in the data active means inhibition mostly above about 38%, no sharp cut-off; inactive means mostly below about 40%;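 further: 0% = agonist challenge alone and 100% = reference antagonist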
# Target sequence (O43613 whole entry, looked up): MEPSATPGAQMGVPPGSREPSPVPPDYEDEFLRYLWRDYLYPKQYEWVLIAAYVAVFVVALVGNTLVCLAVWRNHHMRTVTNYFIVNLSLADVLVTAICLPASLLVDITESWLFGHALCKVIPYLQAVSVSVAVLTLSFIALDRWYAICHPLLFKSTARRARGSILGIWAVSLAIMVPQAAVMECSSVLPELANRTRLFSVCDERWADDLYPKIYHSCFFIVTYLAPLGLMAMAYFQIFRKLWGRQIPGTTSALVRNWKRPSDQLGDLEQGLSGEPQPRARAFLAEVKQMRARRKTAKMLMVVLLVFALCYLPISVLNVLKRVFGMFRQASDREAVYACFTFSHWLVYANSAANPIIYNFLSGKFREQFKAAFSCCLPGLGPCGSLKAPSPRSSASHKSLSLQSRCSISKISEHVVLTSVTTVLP
# OX1R antag-2 – antagonists of human orexin 1 receptor; inhibition, % at 5 µM; AID 434989; 330,000 compounds, 0.43% hits; O43613; CHO/OX1R cells, Fluo-8 calcium fluorescence, orexin A;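 active means inhibition above its plate's threshold, mean inhibition of all tested compounds on the plate plus 3 SD, cut at about 37% in these data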;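 further: 0% = orexin A challenge wells and 100% = SB-334867-A antagonist wells; not every result past the cut was called active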
# Starred values were filed as active, the others as inactive; / = no result given. Some of the compounds tested (hit frequency here may not be typical).
SMILES,STK33 inh,OX1R antag-1,OX1R antag-2
CC1=CC(=O)OC2CC3OC4C[C@@H](C)C5OC6CC7O[C@]8(C)C/C=C\C9OC%10CC%11OC(CC(C)CO)CC(O)[C@]%11(C)OC%10CC9OC8C[C@]7(C)O[C@]6(C)CCC5OC4C[C@]3(C)OC12 (stereo partly drawn),-2.3,22,-12
Cc1cc(C)cc(-n2c(C)cc(/C=C3\C(=O)NC(=O)N(C)C3=O)c2C)c1,-0.2,14,-28
CC(C)CCCn1c(O)c(/C=C2/C=CC=N2)c(=O)[nH]c1=O,0.3,22,-17
Cc1ccc(/C=C2\C(=O)NC(=O)N(Cc3ccccc3Cl)C2=O)o1,7.1,15,4
O=C(c1ccc(F)c([N+](=O)[O-])c1)N1CC2CC(C1)c1cccc(=O)n1C2 (stereo not drawn),-1.3,28,-8
CCCC(=O)OCC[N+](C)(C)C,0.4,9,-2
COc1ccc(CC(=O)N2CCN(C)CC2)cc1OC,-0.1,6,-2
CCC(NC(=O)OC(C)(C)C)C(=O)Oc1cc(C)cc2oc(=O)c3c(c12)CCC3 (stereo not drawn),-0.3,9,-22
c1cc(CNCCc2ccc3c(c2)OCO3)ccn1,-1.3,-2,-9
CN(C)c1ccc(/C=C/C=C/c2sc3ccccc3[n+]2C)cc1,1.5,25,-7
CC(=O)NC(Cc1ccc(N(CCCl)CCCl)cc1)C(=O)O (stereo not drawn),-1.5,6,-8
CSc1ccc(CN2CCN(C(=O)COc3cccc(C)c3)CC2)cc1,0.9,11,-4
Cc1cc(NC(=O)CCl)nn1C,-1.0,8,2
CC(C)(C)NS(=O)(=O)c1ccc(OCC(=O)N2CCN(Cc3ccccc3)CC2)cc1,-1.0,21,-21
COC(=O)C1=C(c2ccc(C(C)=O)cc2)C[C@@H]2CC[C@H]1N2C(=O)NCc1ccc(F)cc1,0.0,3,-11
CCCNC(=O)N1[C@H]2CC[C@@H]1C(C(=O)OC)=C(c1ccc(OC)c(OC)c1)C2,-0.6,6,-21
COc1ccc(NP(=O)(Oc2ccccc2OC)Oc2ccccc2OC)cc1,-0.3,7,3
CC1(C)C2([N+](=O)[O-])CN3CN(C2)CC1([N+](=O)[O-])C3,-3.5,2,-4
CC(C)(C)C(=O)O[C@H]1CC[C@@]2(C)C(=CC(=O)C3C2CC[C@]2(C)C(=O)CCC32)C1 (stereo partly drawn),0.5,8,-22
Cc1ccc(CN2CCN(C)CC2)c(C)c1,-1.2,9,-6
Cc1cc(C)nc(/N=C(\N)c2c(O)[nH]c(=O)[nH]c2=O)n1,2.8,8,-13
CCCCN1C(=O)/C(=C/c2ccc(N(C)C)cc2)C(=O)N(Cc2ccco2)C1=O,-0.4,3,3
CCCCCCn1c(=O)c(C(=O)Nc2ncccc2O)c(O)c2ccccc21,-0.4,6,-6
CN1CCN(Cc2ccc(Br)s2)CC1,-3.3,8,5
CCC(=NCCc1ccccc1)c1c(O)n(C)c(=O)n(C)c1=O,0.2,4,2
N#C/C=C/C#N,-0.2,8,2
CCOc1cc2c(cc1OCC)-n1cccc1C(c1ccc(OC)c(OC)c1)NC2 (stereo not drawn),0.0,10,-13
c1cc2c(cc1CN1CCNCC1)OCO2,-0.8,19,-13
O=C1NC(=O)C2(Cc3ccccc3N3CCCC32)C(=O)N1Cc1ccccc1 (stereo not drawn),1.2,12,-18
CCOC(=O)C1(c2ccccc2)CCN(CC(=O)Nc2ccc(C)cc2)CC1,-0.5,6,-24
NCCCP(=O)(O)CCc1ccccc1,0.1,3,8
c1ccc(CNCCc2ccc3c(c2)OCO3)nc1,7.3,-5,-25
COc1ccc(-n2c(C)nc3cc(C(=O)N4CCC5(CC4)OCCO5)ccc32)cc1,0.6,9,-10
C=CCn1c(O)c(C(CC)=NCc2cc(OC)cc(OC)c2)c(=O)[nH]c1=O,-1.1,7,-33
COc1ccc(OC)c(-n2c(O)c(C=Nc3c(C)n(C)n(-c4ccccc4)c3=O)c(=O)[nH]c2=S)c1,-1.7,12,-19
COc1ccc(OC)c(-n2c(O)c(C=NCc3ccc4c(c3)OCO4)c(=O)[nH]c2=O)c1,-1.1,3,-11
CCOC(=O)c1cc2c(cn1)[nH]c1ccccc12,-2.2,64*,8
CN(CCOc1ccc(C=C2C(=O)NC(=O)NC2=O)cc1)c1ccccn1,/,22,-13
CCN1CCN(Cc2cc(OC)c(OC)cc2[N+](=O)[O-])CC1,-0.6,24,-5
CN(C)C(=O)Oc1cccc(NC(=O)N2CCOCC2)c1,-2.0,3,-1
CCOC(=O)C(O)(c1ccc(N(CC)S(=O)(=O)c2ccc(C)cc2)cc1)C(F)(F)F (stereo not drawn),-1.6,21,8
CCOCN(C(=O)CCl)c1c(C)cccc1CC,/,22,1
COC(=O)C1=C(c2ccccc2OCc2ccccc2)C[C@@H]2CC[C@H]1N2C(=O)NCCCOC(C)C,0.9,13,-8
COc1ccc(N=Cc2c(O)n(C)c(=O)n(C)c2=O)cc1,-0.9,22,-11
COP(=O)(OC)C1(O)C(=O)Nc2ccc(Br)cc21 (stereo not drawn),-0.6,19,2

# A draw from above in order of molecular weight, descending:
SMILES,STK33 inh,OX1R antag-1,OX1R antag-2
COc1ccc(OC)c(-n2c(O)c(C=Nc3c(C)n(C)n(-c4ccccc4)c3=O)c(=O)[nH]c2=S)c1,-1.7,12,-19
COP(=O)(OC)C1(O)C(=O)Nc2ccc(Br)cc21 (stereo not drawn),-0.6,19,2
c1ccc(CNCCc2ccc3c(c2)OCO3)nc1,7.3,-5,-25

# (next part)
SMILES,STK33 inh,OX1R antag-1,OX1R antag-2
CCC1(C)CN(S(=O)(=O)OCC(Cl)(Cl)Cl)C(=O)N1 (stereo not drawn),-0.5,11,-16
O=C1NC(=O)C(=Cc2csc3ccccc23)C(=O)N1,-2.5,4,0
CCOc1ccccc1Oc1coc2cc(OC(=O)N(C)C)ccc2c1=O,0.4,-3,-13
CCN1CCN(C(c2cccs2)C(C)NC(=O)Oc2ccccc2)CC1 (stereo not drawn),-1.5,19,2
O=C1CCN(C(=O)CCCn2c(=O)oc3ccccc32)CC1,-0.7,8,-9
O=c1[nH]c(=O)n(-c2ccccc2)c(O)c1/C=C1/C(c2ccccc2)=Nc2ccccc21,16,25,-21
COc1cc(C2c3cc4c(cc3CC3COC(=O)C32)OCO4)cc(OC)c1OC (stereo not drawn),/,5,-10
CN1CCN(c2c(C#N)c(C(F)(F)F)nn2C)CC1,1.6,13,-21
CCCCCn1c(=O)c(C(=O)Nc2cc(C)ccn2)c(O)c2ccccc21,1.2,10,2
c1ccc2c(c1)-c1cccc3cccc-2c13,-1.7,8,-23
CCOC(=O)CCN=Cc1c(O)n(-c2ccc(Br)cc2)c(=O)[nH]c1=O,0.1,11,-8
CC(=Nc1ccccc1N)c1c(O)n(C)c(=O)n(C)c1=O,-1.0,16,-4
CCOc1ccc(-n2c(O)c(C=NCCCn3ccnc3)c(=O)[nH]c2=O)cc1,-2.3,3,-14
COC(=O)C1=C(c2ccc(F)cc2OCc2ccccc2)C[C@@H]2CC[C@H]1N2C(=O)NCCOc1ccccc1,-2.5,20,43
CC(=O)c1c(C)[nH]c(C(=O)N2CCC3(CC2)OCCO3)c1C,1.1,4,-6

# Structures shown so far with a Cl atom, in the order listed:
SMILES,STK33 inh,OX1R antag-1,OX1R antag-2
Cc1ccc(/C=C2\C(=O)NC(=O)N(Cc3ccccc3Cl)C2=O)o1,7.1,15,4
CC(=O)NC(Cc1ccc(N(CCCl)CCCl)cc1)C(=O)O (stereo not drawn),-1.5,6,-8
Cc1cc(NC(=O)CCl)nn1C,-1.0,8,2
CCOCN(C(=O)CCl)c1c(C)cccc1CC,/,22,1
CCC1(C)CN(S(=O)(=O)OCC(Cl)(Cl)Cl)C(=O)N1 (stereo not drawn),-0.5,11,-16

# Continued:
SMILES,STK33 inh,OX1R antag-1,OX1R antag-2
CC/C(=N\N1CCCCC1)c1c(O)[nH]c(=O)[nH]c1=O,-1.0,4,-15
COCCNC(=O)CN1C(=O)CN=C(c2ccccc2)c2ccccc21,-1.5,8,-2
CCOC(=O)C1=Nc2ccccc2/C1=C\c1c(O)n(C)c(=O)n(C)c1=O,-1.6,18,-10
O=C(CF)NC(NC(=S)Nc1ccccc1O)C(Cl)(Cl)Cl (stereo not drawn),-1.3,8,-15
C=CCn1c(O)c(/C(C)=N/N2CCCCCC2)c(=O)[nH]c1=O,-0.8,9,-23
Cc1cccc(-c2nc3ccccc3c(=O)n2-n2cccc2)c1,-0.1,19,-37
O=P(O)(O)Cc1c(Cl)cccc1Cl,1.2,0,-6
COc1ccc(C(=O)C2CCCN(Cc3ccc(C)s3)C2)cc1OC (stereo not drawn),-1.9,15,-21
O=C1NC(=O)N(CCC2=CCCCC2)C(=O)/C1=C/c1cccs1,-0.1,1,10
COC(=O)C1=C(c2cccc(OC)c2OC)C[C@@H]2CC[C@H]1N2C(=O)NCCNC(C)=O,-0.2,25,-12
COc1cc(C(=O)N2C[C@H]3C[C@@H](C2)c2cccc(=O)n2C3)cc(OC)c1OC,4.4,6,-15
Cc1cc(Cl)ccc1OCC(=O)O,-1.6,11,-4
CSc1ccc(CN2CCN(Cc3ccccc3Cl)CC2)cc1,-0.7,31,-32
CN1CCN(c2ccc3c(c2)S(=O)(=O)c2ccccc2C3=O)CC1,14,60,-20
COC(=O)C1=C(N)OC(C)=C(C(C)=O)C12C(=O)N(C)c1ccccc12 (stereo not drawn),0.8,8,-20
C[C@H]1[C@@H](c2ccccc2)O[C@@H](c2ccccc2Br)N1C,-0.8,38,3
COc1ccc(-c2cc(C(=O)N3CCC4(CC3)OCCO4)c3ccccc3n2)cc1,-1.0,4,-10
COc1cccc(C2C([N+](=O)[O-])=C(N)Oc3c2c(=O)oc2ccccc32)c1 (stereo not drawn),0.1,19,-12
CCN(N=Nc1nonc1OC)c1nonc1OC,0.4,14,-5
C=CCn1c(O)c(/C=C2/C=CC=N2)c(=O)[nH]c1=O,0.4,36,-5
CCOC(=O)c1c(C)c(P(=S)(N2CCOCC2)N2CCOCC2)n(C)c1C,-1.6,15,-19
CCOC(C(=O)OCC(O)CN(CC)CC)(c1ccccc1)c1ccccc1 (stereo not drawn),-0.5,2,-14
CC(=O)CC(c1ccccc1[N+](=O)[O-])c1c(O)c2ccccc2oc1=O (stereo not drawn),-1.1,2,-3
CCN1CCN(C(=O)Cc2coc3cc(C)cc(C)c23)CC1,-3.6,13,-37
CC(=O)O[C@H]1CC[C@@]2(C)[C@H](C1)C(=O)C[C@H]1[C@@H]3CC[C@@H]4[C@@H](CN5C[C@@H](C)CC[C@H]5[C@@]4(C)O)[C@@H]3C[C@@H]12,0.5,1,-22
O=c1[nH]c(=S)[nH]c(O)c1N=Nc1ccc(OC(F)F)cc1,-1.3,50*,-13
CN(C)CCOC(=O)c1cn(Cc2ccccc2)c2ccccc12,1.5,16,-2
Cn1c(=O)cc(SCC(=O)N2CCC3(CC2)OCCO3)c2ccccc21,-0.9,21,-33
Cc1ccc(-n2c(O)c(C=NCc3cccnc3)c(=O)[nH]c2=O)cc1C,-0.5,8,-12
COC(=O)C1=C(c2c(C)noc2C)C[C@@H]2CC[C@H]1N2C(=O)NCc1ccc(C(F)(F)F)cc1,-2.3,4,-25

# Among those listed so far, 2 contain a cyano group:
SMILES,STK33 inh,OX1R antag-1,OX1R antag-2
N#C/C=C/C#N,-0.2,8,2
CN1CCN(c2c(C#N)c(C(F)(F)F)nn2C)CC1,1.6,13,-21

# New compounds follow
SMILES,STK33 inh,OX1R antag-1,OX1R antag-2
O=P(c1ccccc1)(c1nc2ccccc2s1)N1CCOCC1 (stereo not drawn),-1.3,13,4
CCC(=O)Nc1cc(C(=O)N2CCC3(CC2)OCCO3)ccc1S(=O)(=O)c1ccc(C)cc1,-1.3,22,-20
CN1C(=O)C(=Cc2sc(=O)n(-c3ccccc3)c2N(C)C)C(=O)N(C)C1=O,0.9,15,2
N#Cc1ccc(NC(=O)CN2CCCC2)cc1Cl,0.1,18,-15
CCOC(=O)c1ccc(NC(=O)c2c(O)[nH]c(=O)[nH]c2=O)cc1,-0.7,-7,-11
CCC1CO/C(=C(\C(Cl)=C(Cl)Cl)[N+](=O)[O-])N1Cc1ccc(Cl)nc1 (stereo not drawn),-0.4,2,-14
Fc1ccccc1N1CCN(Cc2c(F)cccc2F)CC1,-1.0,3,-2
Cc1ccc(-n2c(O)c(C=N)c(=O)n(-c3ccc(C)cc3)c2=O)cc1,-1.7,3,-3
c1ccc2sc(N3CCNCC3)nc2c1,-0.7,18,-5
Cc1nccc2c1[nH]c1ccc(Br)cc12,-1.1,5,-8
NCCc1ccccn1,-1.3,20,-12
O=S(=O)(c1ccc(Cl)cc1)N1CCCCC1c1cccnc1 (stereo not drawn),-3.3,26,-22

# Record cards, from the list above:
# NCCc1ccccn1 is listed with STK33 inh = -1.3; OX1R antag-1 = 20; OX1R antag-2 = -12
# Cc1ccc(-n2c(O)c(C=N)c(=O)n(-c3ccc(C)cc3)c2=O)cc1 is listed with STK33 inh = -1.7; OX1R antag-1 = 3; OX1R antag-2 = -3
# Fc1ccccc1N1CCN(Cc2c(F)cccc2F)CC1 is listed with STK33 inh = -1.0; OX1R antag-1 = 3; OX1R antag-2 = -2

# High-throughput results: PubChem BioAssay, several laboratories
